NSD2 block – NSD2 (human) methyltransferase inhibition. NSD2-SET H3K36me1 DELFIA fluorescence, biochemical. inhibition, % at 12.5 µM. actives 0.07% (n = 44,000); in the data active means inhibition above about 54%, passing the limit was not always enough; inconclusive means no clear call, values can overlap the other calls;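 further: inhibitors reduce the monomethyl H3K36 fluorescence signal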
Target sequence (O96028 whole entry, looked up): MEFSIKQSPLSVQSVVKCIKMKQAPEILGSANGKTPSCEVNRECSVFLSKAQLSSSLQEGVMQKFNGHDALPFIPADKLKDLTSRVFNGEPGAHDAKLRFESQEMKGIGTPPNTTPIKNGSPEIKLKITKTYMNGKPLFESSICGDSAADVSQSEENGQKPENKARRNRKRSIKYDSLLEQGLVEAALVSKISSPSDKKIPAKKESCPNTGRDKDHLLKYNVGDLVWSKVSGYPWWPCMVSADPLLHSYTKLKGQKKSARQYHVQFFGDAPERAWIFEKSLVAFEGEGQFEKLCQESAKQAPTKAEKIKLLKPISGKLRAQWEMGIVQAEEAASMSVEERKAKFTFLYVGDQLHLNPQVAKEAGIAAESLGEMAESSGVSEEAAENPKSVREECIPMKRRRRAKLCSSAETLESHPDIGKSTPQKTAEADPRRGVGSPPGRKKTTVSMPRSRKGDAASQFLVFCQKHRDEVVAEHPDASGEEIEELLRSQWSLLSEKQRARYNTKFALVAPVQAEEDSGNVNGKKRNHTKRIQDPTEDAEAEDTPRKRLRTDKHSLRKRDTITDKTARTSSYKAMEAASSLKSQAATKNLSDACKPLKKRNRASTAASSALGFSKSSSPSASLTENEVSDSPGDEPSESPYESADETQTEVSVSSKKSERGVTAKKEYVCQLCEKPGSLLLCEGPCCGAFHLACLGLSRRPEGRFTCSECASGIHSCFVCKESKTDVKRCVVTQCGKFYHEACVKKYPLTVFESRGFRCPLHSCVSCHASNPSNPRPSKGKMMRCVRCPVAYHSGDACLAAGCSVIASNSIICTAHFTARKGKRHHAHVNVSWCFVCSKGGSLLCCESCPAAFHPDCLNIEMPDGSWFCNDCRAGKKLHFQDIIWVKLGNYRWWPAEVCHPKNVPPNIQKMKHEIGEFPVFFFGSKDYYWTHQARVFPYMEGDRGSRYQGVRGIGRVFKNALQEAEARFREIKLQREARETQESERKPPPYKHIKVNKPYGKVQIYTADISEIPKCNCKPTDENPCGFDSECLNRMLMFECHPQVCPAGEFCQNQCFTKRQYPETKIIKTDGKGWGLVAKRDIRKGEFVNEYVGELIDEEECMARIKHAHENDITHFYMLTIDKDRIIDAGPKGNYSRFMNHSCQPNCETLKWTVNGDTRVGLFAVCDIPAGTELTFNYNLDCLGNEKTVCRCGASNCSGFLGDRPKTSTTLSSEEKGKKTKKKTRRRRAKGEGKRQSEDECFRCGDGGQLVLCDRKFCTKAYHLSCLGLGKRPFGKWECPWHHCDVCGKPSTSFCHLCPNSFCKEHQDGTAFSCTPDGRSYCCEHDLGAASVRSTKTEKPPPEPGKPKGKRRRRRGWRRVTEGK
Active calls of the source: *; ? = inconclusive. The list is partial, so the mix of outcomes need not match the whole.

Preview:
SMILES	NSD2 block
CCCN(C)C[C@@H]1Oc2cc(-c3cncnc3)ccc2S(=O)(=O)N([C@@H](C)CO)C[C@@H]1C	-3.3
C[C@H]1CN([C@@H](C)CO)C(=O)c2cccc(NS(=O)(=O)c3cccs3)c2O[C@@H]1CN(C)Cc1ccc(C(=O)O)cc1	1.5

All compounds of this part, repeating the preview:
SMILES	NSD2 block
CCCN(C)C[C@@H]1Oc2cc(-c3cncnc3)ccc2S(=O)(=O)N([C@@H](C)CO)C[C@@H]1C	-3.3
C[C@H]1CN([C@@H](C)CO)C(=O)c2cccc(NS(=O)(=O)c3cccs3)c2O[C@@H]1CN(C)Cc1ccc(C(=O)O)cc1	1.5
C[C@@H]1CN([C@@H](C)CO)C(=O)c2cc(-c3ccc(C(=O)N(C)C)cc3)cnc2O[C@@H]1CN(C)Cc1ccc(C(=O)O)cc1	0.2
C[C@@H]1CCCCO[C@H](CN(C)C(=O)Nc2ccc(F)cc2)[C@H](C)CN([C@@H](C)CO)C(=O)c2cc(NS(=O)(=O)c3cn(C)cn3)ccc2O1	8.0
C[C@@H]1CN([C@@H](C)CO)C(=O)c2cc(NC(=O)C3CC3)ccc2O[C@H]1CN(C)C(=O)Nc1cccc2ccccc12	-0.2
C[C@@H]1CCCCO[C@H](CN(C)S(=O)(=O)c2ccc(Cl)cc2)[C@@H](C)CN([C@@H](C)CO)C(=O)c2cc(NS(=O)(=O)c3cn(C)cn3)ccc2O1	-4.7
O=C(N[C@@H]1CC[C@@H](CC(=O)N2CCN(c3ccccc3)CC2)O[C@@H]1CO)c1ccncc1	6.2
C[C@@H]1CCCCO[C@H](CN(C)Cc2ccncc2)[C@H](C)CN([C@@H](C)CO)C(=O)c2cc(NS(=O)(=O)c3ccccc3)ccc2O1	0.7
C[C@H](CO)N1C[C@H](C)[C@@H](CN(C)CC2CC2)Oc2ccc(NC(=O)NC3CCCCC3)cc2CC1=O	0.1
COc1ccc(S(=O)(=O)N(C)C[C@@H]2Oc3c(NC(=O)CCCCCC(=O)Nc4ccccc4N)cccc3C(=O)N([C@H](C)CO)C[C@H]2C)cc1	2.6
Cc1ccc(S(=O)(=O)N(C)C[C@@H]2Oc3ccc(NC(=O)Cc4ccccc4)cc3C(=O)N([C@@H](C)CO)C[C@H]2C)cc1	1.6
C[C@H](CO)N1C[C@H](C)[C@@H](CN(C)C(=O)Nc2cc(F)ccc2F)Oc2cc(-c3cccc(C#N)c3)ccc2S1(=O)=O	7.0
C[C@@H]1CN([C@@H](C)CO)S(=O)(=O)c2ccc(C#C[C@@H](C)O)cc2O[C@H]1CN(C)C(=O)Cc1ccccn1	-2.4
CC(C)NC(=O)N(C)C[C@H]1OCCCC[C@@H](C)Oc2ccc(NC(=O)Nc3ccccc3)cc2C(=O)N([C@H](C)CO)C[C@@H]1C	-2.4
Cc1noc(C)c1NC(=O)N(C)C[C@H]1Oc2ccc(NC(=O)NC(C)C)cc2C(=O)N([C@H](C)CO)C[C@@H]1C	-1.1
COc1cc(OC)c(C(=O)c2ccc(O)cc2)c(OC)c1	-1.5
O=C(C[C@H]1C[C@H]2c3cc(NC(=O)Nc4ccccc4)ccc3O[C@H]2[C@H](CO)O1)NCc1cccc(F)c1	7.5
COc1ccc(NC(=O)N(C)C[C@@H]2OCc3ccccc3-c3c(n(C)c4ccccc34)C(=O)N([C@@H](C)CO)C[C@@H]2C)cc1	3.0
CC(C)NC(=O)N(C)C[C@H]1Oc2ccc(NC(=O)c3ccncc3)cc2CC(=O)N([C@@H](C)CO)C[C@@H]1C	1.0
C[C@H](CO)N1C[C@H](C)[C@@H](CN(C)C(=O)Cc2ccccc2)OCCCC[C@H](C)Oc2ccc(NC(=O)Nc3ccc(F)cc3)cc2C1=O	-8.7
C[C@@H]1CN([C@H](C)CO)C(=O)c2cc(NC(=O)Nc3ccc(F)cc3)ccc2O[C@H]1CN(C)Cc1ccc2c(c1)OCO2	3.2
C[C@@H]1CN([C@H](C)CO)C(=O)Cc2cc(N(C)C)ccc2O[C@H]1CN(C)Cc1ccc(C(F)(F)F)cc1	-5.0
C[C@H](CO)N1C[C@H](C)[C@H](CN(C)C(=O)Nc2ccccc2)Oc2ncc(-c3ccc(C#N)cc3)cc2C1=O	1.0
Cc1noc(C)c1S(=O)(=O)Nc1ccc2c(c1)C(=O)N([C@@H](C)CO)C[C@H](C)[C@@H](CN(C)C(=O)Nc1ccc(F)cc1)O2	3.0
CO[C@H](CN(C)Cc1nccs1)[C@@H](C)CN([C@H](C)CO)S(=O)(=O)c1ccc(C)cc1	2.7
C[C@@H]1CN([C@H](C)CO)C(=O)c2cc(NC(=O)NC3CCCCC3)ccc2O[C@H]1CN(C)C(=O)Nc1ccc2c(c1)OCO2	0.8
C[C@H]1CN([C@@H](C)CO)S(=O)(=O)c2ccc(-c3ccncc3)cc2O[C@H]1CN(C)C(=O)c1cccc(F)c1	-8.6
O=C1[C@H](CCC(O)c2ccc(F)cc2)[C@@H](c2ccc(O)cc2)N1c1ccc(F)cc1 (some centres not stated)	-3.7
Cc1ccc(S(=O)(=O)N(C)C[C@@H]2Oc3ccc(NC(=O)Cn4cnnn4)cc3CC(=O)N([C@H](C)CO)C[C@@H]2C)cc1	1.9
C[C@H](CO)N1C[C@H](C)[C@H](CN(C)Cc2ccc(C(=O)O)cc2)Oc2c(NC(=O)c3cnccn3)cccc2C1=O	8.7
C[C@@H]1CN([C@H](C)CO)C(=O)Cc2cc(NC(=O)Nc3ccc(F)cc3)ccc2O[C@H]1CN(C)Cc1ccc(Oc2ccccc2)cc1	-7.8
C[C@H](CO)N1C[C@H](C)[C@@H](CN(C)S(=O)(=O)c2ccc(F)cc2)Oc2c(NS(=O)(=O)c3ccc(F)cc3)cccc2C1=O	6.4
C[C@@H]1CN([C@H](C)CO)C(=O)Cc2cc(NC(=O)c3ccncc3)ccc2O[C@@H]1CN(C)Cc1ccccc1	-2.5
CN1CCN(C(=O)C[C@@H]2C[C@@H]3c4cc(NS(C)(=O)=O)ccc4O[C@@H]3[C@@H](CO)O2)CC1	-13.5
COc1ccc(NC(=O)N(C)C[C@H]2Oc3c(NC(=O)Nc4cccc5ccccc45)cccc3C(=O)N([C@@H](C)CO)C[C@@H]2C)cc1	-7.5
C[C@H]1CN([C@@H](C)CO)C(=O)c2cc(N(C)C)ccc2O[C@H]1CN(C)Cc1ccc(C(F)(F)F)cc1	-1.7
CNC[C@@H]1Oc2c(NC(=O)Nc3ccc(F)cc3)cccc2C(=O)N([C@@H](C)CO)C[C@@H]1C	-0.9
C[C@@H]1CCCCO[C@H](CN(C)C(=O)Nc2ccc3c(c2)OCO3)[C@@H](C)CN([C@@H](C)CO)C(=O)c2cc(NC(=O)C3CCCCC3)ccc2O1	2.5
Cc1ccc(C(C)C)c(O)c1C(=O)O	-2.0
C[C@@H]1CN([C@H](C)CO)S(=O)(=O)c2ccc(C#C[C@@H](C)O)cc2O[C@H]1CN(C)CC1CCOCC1	3.9
COCC#Cc1cnc2c(c1)C(=O)N([C@@H](C)CO)C[C@H](C)[C@H](CN(C)C(=O)Nc1cc(F)ccc1F)O2	1.1
COCC(=O)N(C)C[C@@H]1Oc2ncc(-c3ccccc3F)cc2C(=O)N([C@H](C)CO)C[C@@H]1C	?
CC(C)(O)C(O)COc1c2ccoc2cc2oc(=O)ccc12 (configuration not stated)	6.7
CC(=O)N(C)C[C@@H]1Oc2cc(C#Cc3cccc(F)c3)ccc2S(=O)(=O)N([C@H](C)CO)C[C@@H]1C	-1.0
COc1ccc(COCC23N=C4SCc5ccccc5CN4[C@H](c4ccccc4O2)[C@H]3COC(=O)c2ccccc2)cc1	2.7
CCC(=O)N(C)C[C@H]1Oc2ncc(C#C[C@H](C)O)cc2C(=O)N([C@H](C)CO)C[C@@H]1C	-2.3
COc1ccc(S(=O)(=O)Nc2cccc3c2O[C@@H](CN(C)S(=O)(=O)c2ccc(F)cc2)[C@H](C)CN([C@H](C)CO)C3=O)cc1	-0.8
CCCNC(=O)[C@@]1(C)c2ccccc2C(=O)N(Cc2ccccc2)[C@H]1c1ccc(CO)cc1	-1.8
O=C(Nc1cc(F)ccc1F)N[C@@H]1C=C[C@@H](CC(=O)N2CCc3ccccc3C2)O[C@H]1CO	-0.7
C[C@@H]1CN([C@@H](C)CO)C(=O)c2cc(NC(=O)Nc3ccccc3)ccc2O[C@@H]1CN(C)S(=O)(=O)c1cccs1	-3.1
C[C@@H]1CN([C@@H](C)CO)C(=O)c2cc(-c3ccncc3)cnc2O[C@H]1CN(C)C	-1.3
C[C@H](CO)N1C[C@H](C)[C@@H](CN(C)C(=O)Nc2ccc3c(c2)OCO3)Oc2ncc(-c3ccncc3)cc2C1=O	-0.1
CC(C)NC(=O)N(C)C[C@@H]1Oc2ccc(NC(=O)NC3CCCCC3)cc2CC(=O)N([C@@H](C)CO)C[C@H]1C	-1.3
CNC[C@H]1Oc2cc(C#Cc3ccccc3)ccc2S(=O)(=O)N([C@@H](C)CO)C[C@@H]1C	-8.7
C[C@@H]1CN([C@H](C)CO)S(=O)(=O)c2ccc(C3=CCCCC3)cc2O[C@H]1CN(C)C(=O)CN(C)C	4.4
C[C@H](CO)N1C[C@H](C)[C@H](CN(C)Cc2ccncc2)Oc2ccc(NS(=O)(=O)c3cccs3)cc2C1=O	1.3
Cc1nc(S(=O)(=O)N2CCN(Cc3ccc(OCCO)cc3)CC2)cn1C	-0.5
C/C=C/c1cnc2c(c1)C(=O)N([C@@H](C)CO)C[C@@H](C)[C@H](CN(C)Cc1cccc(C(=O)O)c1)O2	-0.2
COc1ccc(S(=O)(=O)Nc2ccc3c(c2)C(=O)N([C@@H](C)CO)C[C@@H](C)[C@@H](CN(C)Cc2ccccc2)O3)cc1	0.9
CNC[C@H]1OCc2cnnn2CCCC(=O)N([C@@H](C)CO)C[C@@H]1C	5.1

By substructure, those above containing a cyano group (2)
SMILES	NSD2 block
C[C@H](CO)N1C[C@H](C)[C@@H](CN(C)C(=O)Nc2cc(F)ccc2F)Oc2cc(-c3cccc(C#N)c3)ccc2S1(=O)=O	7.0
C[C@H](CO)N1C[C@H](C)[C@H](CN(C)C(=O)Nc2ccccc2)Oc2ncc(-c3ccc(C#N)cc3)cc2C1=O	1.0

Going on with the list.
SMILES	NSD2 block
CNC[C@@H]1OCCCC[C@H](C)Oc2ccc(N(C)C)cc2C(=O)N([C@H](C)CO)C[C@H]1C	-1.7
O=C(N[C@H]1CC[C@@H](CC(=O)N2CCN(c3ccccc3)CC2)O[C@@H]1CO)c1ccncc1	9.6
CCO[C@@H]1OC(C(=O)N2CCOCC2)=C[C@H](C)[C@H]1CCCO	3.6
O=C(Nc1ccccc1)C1=C[C@H](c2ccc(Br)cc2)C[C@H](OCc2ccc(CO)cc2)O1	6.5
C[C@@H]1CN([C@@H](C)CO)C(=O)c2cccc(NC(=O)c3cnccn3)c2O[C@@H]1CN(C)CC1CCCCC1	3.6
CCC(=O)N(C)C[C@H]1Oc2ncc(C3=CCCC3)cc2C(=O)N([C@H](C)CO)C[C@@H]1C	1.7
C[C@H]1CCCCO[C@@H](CN(C)CC2CCCCC2)[C@@H](C)CN([C@@H](C)CO)C(=O)c2cc(NC(=O)Nc3ccc(F)cc3)ccc2O1	13.1
CNC[C@@H]1OCCCC[C@H](C)Oc2ccc(NC(=O)Nc3ccc(C(F)(F)F)cc3)cc2C(=O)N([C@H](C)CO)C[C@H]1C	4.3
C[C@@H]1CN([C@H](C)CO)C(=O)c2cc(N(C)C)ccc2O[C@@H]1CN(C)S(C)(=O)=O	2.2
COc1ccc(NC(=O)Nc2ccc3c(c2)CC(=O)N([C@H](C)CO)C[C@H](C)[C@@H](CN(C)S(C)(=O)=O)O3)cc1	1.8
C[C@@H]1CN([C@@H](C)CO)C(=O)Cc2cc(NS(=O)(=O)c3ccc(F)cc3)ccc2O[C@H]1CN(C)S(=O)(=O)c1ccccc1	-3.3
COCC(=O)N[C@@H]1CC[C@@H](CC(=O)NCc2ccccc2OC)O[C@H]1CO	1.0
C[C@@H]1CN([C@@H](C)CO)C(=O)Cc2cc(NC(=O)C3CC3)ccc2O[C@H]1CN(C)S(=O)(=O)c1ccc(Cl)cc1	-0.6
C[C@H]1CN([C@@H](C)CO)C(=O)Cc2cc(NC(=O)Nc3ccc4c(c3)OCO4)ccc2O[C@@H]1CN(C)S(=O)(=O)c1ccc(Cl)cc1	-1.8
C[C@@H]1CCCCO[C@H](CN(C)C(=O)Nc2ccccc2)[C@@H](C)CN([C@H](C)CO)C(=O)c2cc(NC(=O)Nc3ccccc3)ccc2O1	0.8
C[C@@H]1CN([C@@H](C)CO)C(=O)Cc2cc(NC(=O)Nc3ccc(F)cc3)ccc2O[C@@H]1CN(C)Cc1ccc(Cl)c(Cl)c1	-0.2
O=C(CCCCCCC(=O)Nc1ccccc1O)N/N=C/c1ccc(O)cc1O	-3.3
COc1ccc(NC(=O)Nc2ccc3c(c2)CC(=O)N([C@@H](C)CO)C[C@H](C)[C@@H](CN(C)C(=O)Nc2ccccc2)O3)cc1	10.5
COc1ccc(C#Cc2cnc3c(c2)C(=O)N([C@H](C)CO)C[C@H](C)[C@@H](CN(C)CC2CCCC2)O3)cc1	33.4
C[C@@H]1CN([C@H](C)CO)C(=O)Cc2cc(N(C)C)ccc2O[C@H]1CN(C)Cc1ccc(C(=O)Nc2ccccc2N)cc1	1.9
COc1cccc(-c2cnc3c(c2)C(=O)N([C@H](C)CO)C[C@@H](C)[C@@H](CN(C)Cc2cccnc2)O3)c1	5.8
COc1ccc(S(=O)(=O)N(C)C[C@@H]2Oc3ccc(NC(=O)Cn4cnnn4)cc3C(=O)N([C@H](C)CO)C[C@@H]2C)cc1	1.8
COc1ccccc1NC(=O)N[C@H]1CC[C@@H](CC(=O)N2CCC(Cc3ccccc3)CC2)O[C@H]1CO	1.7

3 of the entries above in order of their number in NSD2 block, falling:
SMILES	NSD2 block
Cc1ccc(S(=O)(=O)N(C)C[C@@H]2Oc3ccc(NC(=O)Cc4ccccc4)cc3C(=O)N([C@@H](C)CO)C[C@H]2C)cc1	1.6
COCC(=O)N[C@@H]1CC[C@@H](CC(=O)NCc2ccccc2OC)O[C@H]1CO	1.0
C[C@@H]1CCCCO[C@H](CN(C)S(=O)(=O)c2ccc(Cl)cc2)[C@@H](C)CN([C@@H](C)CO)C(=O)c2cc(NS(=O)(=O)c3cn(C)cn3)ccc2O1	-4.7

Source: PubChem (Broad Institute)
